Compound activity as filed in PubChem.
TRPC6 inh = blocks the mouse TRPC6 cation channel; actives 1.1% (n = 310,000); Q61143; HEK293-TRPC6, membrane potential dye, ACh-evoked depolarization; active compounds read low; B-score at 10 µM;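 active means B-score under library mean minus 3 SD, initial fluorescence not abnormally high, positive integrated signal ratio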;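 further: B-score derived from integrated fluorescence ratio over the kinetic read; more negative B-score means stronger inhibition of depolarization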
TRPC6 activator = activators of mouse TRPC6 channel | AID 2550 | actives 0.13% (n = 310,000) | B-score at 10 µM | HEK293-TRPC6 membrane potential dye fluorescence; active compounds read high;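 active means B-score of the integrated fluorescence ratio above library mean plus 3 SD, and starting fluorescence ratio within library mean plus 5 SD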;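 further: higher score means more depolarization so channel activation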
TMEM16A act = activators or potentiators of mouse TMEM16A chloride channel; Q8BHY3; HEK293 TMEM16A/YFP-H148Q/I152L, iodide quench fluorescence; active compounds read low; B-score at 10 µM; actives 0.3% (n = 340,000);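 active means fluorescence-ratio B-score plate-corrected deviation score at least 3 library SD below zero, with starting fluorescence score within 5 deviations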;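 further: channel opened by trigger with iodide after compound preincubation; score built on the fluorescence ratio of max minus min over baseline; more negative score means more quench and so TMEM16A activation or potentiation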
TMEM16A inh = blocks the mouse calcium-activated chloride channel TMEM16A; AID 588511; actives 1.2% (n = 310,000); HEK293 TMEM16A/YFP iodide influx fluorescence, ionomycin; Q8BHY3; normalized B-score (activity score, 25-100; higher = stronger inhibition) at 10 µM;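 active means ratio plate-corrected score three or more library SD toward inhibition, starting fluorescence score within five deviations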;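 further: score derived from kinetic fluorescence span divided by baseline fluorescence per well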
MrgX1 ag = agonists of human MrgX1 receptor; MrgX1-HEK293 cells, Fluo-4 calcium fluorescence, agonist mode; active compounds read high; B-score at 10 µM; Q96LB2; actives 0.44% (n = 310,000);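 active means calcium response B-score plate-corrected fluorescence ratio at least 3 library SD, with starting fluorescence B-score inside 5 SD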
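Assay system: MrgX1-expressing HEK293 cells / Amount: fifteen thousand cells per well / Doses: test compound in the initial addition of three / Timing: cells plated overnight, dye loaded 0.5 h 37 °C, 0.5 h room temperature / Technique: kinetic calcium dye fluorescence, Fluo-4 NW / Control set: positive and negative controls per plate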
TRPC4 act = TRPC4 (mouse) channel activation | B-score at 10 µM | AID 2237 | HEK293 TRPC4beta/mu-opioid, Fluo4 calcium fluorescence; active compounds read high | actives 0.49% (n = 310,000);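 active means B-score above 5 SD of library B-scores, and initial fluorescence ratio not above library mean plus 5 SD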;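 further: positive B-score marks a calcium rise read as TRPC4 activation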
Target sequence (Q9QUQ5 whole entry, looked up): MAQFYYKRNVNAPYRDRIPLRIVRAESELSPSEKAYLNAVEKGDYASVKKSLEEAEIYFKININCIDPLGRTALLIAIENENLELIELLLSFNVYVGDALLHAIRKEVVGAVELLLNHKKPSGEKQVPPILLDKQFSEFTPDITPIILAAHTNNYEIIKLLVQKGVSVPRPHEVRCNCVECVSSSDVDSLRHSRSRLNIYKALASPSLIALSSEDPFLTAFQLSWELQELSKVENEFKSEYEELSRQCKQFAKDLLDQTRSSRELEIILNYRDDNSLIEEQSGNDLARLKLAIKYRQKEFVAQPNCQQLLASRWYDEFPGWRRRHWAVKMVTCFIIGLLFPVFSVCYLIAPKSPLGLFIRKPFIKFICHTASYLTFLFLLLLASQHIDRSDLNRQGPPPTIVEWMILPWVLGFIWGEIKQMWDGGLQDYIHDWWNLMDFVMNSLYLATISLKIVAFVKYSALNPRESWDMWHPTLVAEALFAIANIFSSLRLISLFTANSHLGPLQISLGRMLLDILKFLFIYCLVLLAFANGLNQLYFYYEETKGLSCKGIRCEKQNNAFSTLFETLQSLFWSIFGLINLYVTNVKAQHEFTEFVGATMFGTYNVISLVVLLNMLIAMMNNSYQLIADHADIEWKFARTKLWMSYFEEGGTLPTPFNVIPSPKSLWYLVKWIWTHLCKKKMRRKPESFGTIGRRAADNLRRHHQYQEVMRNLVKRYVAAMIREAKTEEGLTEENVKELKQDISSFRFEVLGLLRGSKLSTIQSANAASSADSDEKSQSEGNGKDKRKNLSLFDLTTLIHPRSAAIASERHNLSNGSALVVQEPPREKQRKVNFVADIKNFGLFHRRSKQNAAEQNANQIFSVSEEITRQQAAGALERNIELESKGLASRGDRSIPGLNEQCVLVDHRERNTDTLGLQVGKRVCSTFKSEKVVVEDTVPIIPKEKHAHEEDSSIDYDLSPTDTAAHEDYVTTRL
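Assay system: HEK293 stable line with TRPC4beta plus mu-opioid receptor. Times: dye 45 min RT, read 110 s. Measured by: kinetic Fluo4 calcium fluorescence. Measure: B score of integrated ratio. Controls: assay buffer as low control, maximal DAMGO as high control.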
TRPC4 block = inhibitors of mouse TRPC4 channel. HEK293 TRPC4beta/mu-opioid, DAMGO-evoked Fluo4 calcium flux; active compounds read low. B-score at 10 µM. actives 0.39% (n = 300,000). Q9QUQ5;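 active means B-score over 3 SD under the library average, no early fluorescence shift, positive overall ratio signal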
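System: stable TRPC4beta/mu-opioid receptor HEK293 cells; Dosing: single-point compound dosing; Measured by: Fluo4 Ca2+ flux fluorescence; Read-out basis: per-well B score of integrated baseline-normalized Fluo4 ratio.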
MrgX1 antag = human MrgX1 receptor antagonism, primary screen | actives 1.3% (n = 310,000) | AID 588676 | B-score at 10 µM | Q96LB2 | MRGX1-HEK293 calcium flux, Fluo-4, BAM8-22 antagonism; active compounds read low;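 active means calcium-response B-score plate-corrected more than 3 library SD below zero, starting fluorescence within 5 deviations, no agonist response on first addition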;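 further: peak minus trough fluorescence over baseline after final BAM8-22 challenge near maximal dose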
TRPC4 potent = TRPC4 (mouse) allosteric potentiation; HEK293 TRPC4beta/mu-opioid, DAMGO EC20, Fluo-4 Ca2+ flux; active compounds read high; B-score at 10 µM; actives 0.42% (n = 310,000);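 active means B-score of calcium response area above 5 SD of library B-scores, with initial fluorescence ratio within 5 SD of library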;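 further: B-score of integrated fluorescence ratio over time as area under calcium response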
MrgX1 allo act = human MrgX1 positive allosteric modulation, primary screen; actives 0.63% (n = 310,000); MrgX1-HEK293, Fluo-4 calcium flux, FDSS; active compounds read high; B-score at 10 µM; AID 588675; Q96LB2;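 active means plate-corrected calcium response at least 3 library SD above typical, normal starting fluorescence, not activating the receptor alone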;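 further: compound read alongside a low EC10 to EC30 dose of BAM8-22 agonist; peak minus trough fluorescence over baseline measured at the second addition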
SKKanGAS inh = SKKanGAS growth inhibition. S. pyogenes SKKanGAS, kanamycin growth, BacTiter-Glo, 6 h. inhibition, % at 7.5 µM. actives 1.3% (n = 300,000);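 active means mean replicate score, as percent of positive control median, at least 50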;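 further: strain carries kanamycin resistance gene driven by streptokinase promoter and grows in 40 µg/ml kanamycin; loss of luminescence reflects streptokinase promoter inhibition or plain growth inhibition; 0% = median of DMSO wells and 100% = positive control at its reference dose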
Numbers without * were called inactive; i = inactive; x = not tested or not shown. Compounds were not picked by outcome; any-hit rate near 6.7%.

Structure | MrgX1 ag | MrgX1 antag | TMEM16A inh | TRPC4 block | TRPC6 inh | MrgX1 allo act | TRPC4 act | TRPC4 potent | TRPC6 activator | TMEM16A act | SKKanGAS inh
CN1CCc2c1nc1ccccc1c2N (tested in a mixture with another compound) | i | i | i | i | i | i | i | i | i | i | 4
Cc1sc(NC(=O)C2=COCCO2)c(C(N)=O)c1C | i | i | i | i | i | i | i | i | i | i | 9
CC(C)(CO)CN1CCC(n2nccc2NC(=O)C2CCCC2)CC1 | i | i | i | i | i | i | i | i | i | i | 2
COC(=O)C1(O)CC(C(C)C)=NN1C(=O)c1ccc(Cl)cc1 (centres undefined) | i | i | i | i | i | i | i | i | i | i | -8
O=C(NC1CCCCC1)C1CCCN(S(=O)(=O)c2ccc(Br)s2)C1 (centres undefined) | i | i | i | i | i | i | i | i | i | i | -16
CCN(CC)c1ccc(-c2nc3cnccc3n2C)cc1 | i | i | i | i | -5.9* | i | i | i | i | i | 10
COc1ccc(C(=O)OCC(=O)N2CCCCC2)cc1[N+](=O)[O-] | i | i | i | i | i | i | i | i | i | i | -7
NC(=O)CSc1nnc(Cn2c(=O)sc3ccccc32)n1-c1ccccc1 | i | i | i | i | i | i | i | i | i | i | 0
CC(=O)Nc1cccc(C(=O)OCC(=O)c2ccccc2Cl)c1 | i | i | i | i | i | i | i | i | i | i | 0
O=C(COc1ccccc1)Nc1cccc2nsnc12 | i | i | i | i | i | i | i | i | i | i | 4
CCN(CC)S(=O)(=O)c1ccc(OC)c(NC(=O)c2cc(=O)[nH]c3ccccc23)c1 | i | i | i | i | i | i | i | i | i | i | 4
COc1cccc(OCc2cc(C(=O)NCCN3CCCCC3CO)no2)c1 (centres undefined) | i | i | i | i | i | i | i | i | i | i | 4
CN1CCN(CC(=O)O)CC1 | i | i | i | x | x | i | x | x | x | i | x
Cc1c(-c2ccccc2)n[nH]c1C(=O)N=Nc1c(O)[nH]c2ccccc12 | i | i | i | i | i | i | i | i | i | i | 1
CC(=O)Nc1ccc(-n2cc(-c3ccccc3)[nH]c2=S)cc1 | i | i | i | i | i | i | i | i | i | i | -15
COc1ccc(C)cc1NC(=O)CSc1nnc(-c2cc3cccc(OC)c3o2)n1N | i | i | i | i | i | i | i | i | i | i | 15
COc1cc(OC)c2ccc(=O)oc2c1C(CC(=O)N1CCOCC1)c1ccc(N(C)C)cc1 (centres undefined) | i | i | i | i | i | i | i | i | i | i | 11
O=C(N/N=C/c1ccc(-c2ccc([N+](=O)[O-])cc2)o1)c1cccnc1 | i | i | i | i | i | i | i | i | i | i | -7
BrC(=C\c1ccccc1)/C=N/N1CCN(c2ccccc2)CC1 | i | i | i | i | i | i | i | i | i | i | -4
COC(=O)c1ccc[n+](CC(=O)Nc2ccc(OC(F)F)cc2)c1 | i | i | i | i | i | i | i | i | i | i | 2
Cc1cc(C)n2ncc(C(=O)NCCc3ccccc3)c2n1 | i | i | i | i | i | i | i | i | i | i | 0
O=C(O)c1cc(O)ccc1NC(=O)C1CCCO1 (centres undefined) | i | i | i | i | i | i | i | i | i | i | -2
Cc1cnc(NC(=O)CSc2nnc(COc3ccccc3)o2)s1 | i | i | i | i | i | i | i | i | i | i | -2
COc1ccc(/C=C2\SC(=O)N(CC(=O)Nc3ccc(O)cc3)C2=O)cc1OC | i | i | i | i | i | i | i | i | i | i | -1
O=C(c1ccco1)n1nc(-c2ccco2)nc1SCc1ccccc1 | i | i | i | i | i | i | i | i | i | i | 1
C(=C\c1cccc2ccccc12)/c1nnc(-c2cccs2)o1 | i | i | i | i | i | i | i | i | i | i | -9
CC(C)N1CCC(=NNC(=O)c2cccs2)CC1 | i | i | i | i | i | i | i | i | i | i | 1
CC1(C)CC(=O)C2=C(C1)N(c1ccc(Cl)cc1)C(=O)C2(O)C(F)(F)F (centres undefined) | i | i | i | i | i | i | i | i | i | i | -4
CCOC(=O)c1cccc(NC(=O)C2(S(=O)(=O)c3ccc(Cl)cc3)CC2)c1 | i | i | i | i | i | i | i | i | i | i | -5
Cc1[nH]c2ccccc2c1/C=N/Nc1ccc([N+](=O)[O-])cc1S(=O)(=O)Nc1ccc(Cl)cc1 | i | i | i | i | i | i | i | i | i | i | 102*
COc1ccc(N=Cc2c(O)[nH]c3ccccc23)cc1OC | i | i | i | i | i | i | i | i | i | i | -25
CCN(CC(=O)Nc1ccc(NC(C)=O)cc1)C(=O)CSCc1c(C)noc1C | i | i | i | i | i | i | i | i | i | i | 0
COc1cc([N+](=O)[O-])ccc1NC(=O)CC(C)C | i | i | i | i | i | i | i | i | i | i | 0
CC1=C(C(=O)Nc2ccccc2C)C2(CCCCC2)C(C(N)=O)C(=S)N1 (centres undefined) | i | i | i | i | i | i | i | i | i | i | 4
COCCn1c(SCCCc2ccccc2)nc2c1c(=O)[nH]c(=O)n2C | i | i | i | i | i | i | i | i | i | i | -1
CC(C)c1ccc(C(=O)NCCCN(C)C)cc1 | i | i | i | i | i | i | i | i | i | i | -12
N#C/C(=C\c1ccc(O)cc1)C(=O)N1CCCC1 | i | i | i | i | i | i | i | i | i | i | -6
COC(=O)c1ccccc1NC(=O)CSc1nnc(C(CO)NC(=O)c2ccccc2)n1C (centres undefined) | i | i | i | i | i | i | i | i | i | i | -3
NC(Cc1ccc(Oc2ccc(O)cc2)cc1)C(=O)O (centres undefined) | i | i | i | i | i | i | i | i | i | x | -4
S=C1Cc2ccccc2C(c2ccc(Cl)cc2)N1 (centres undefined) | i | i | i | i | i | i | i | i | i | i | 17
CC#CC[N+](C)(C)CCCCCCCCCC | i | i | i | i | i | i | i | i | i | i | 11
COc1ccc(-n2nc(C(=O)NCC(=O)NC(C)C)c3ccccc3c2=O)cc1OC | i | i | i | i | i | i | i | i | i | i | -2
CC1=C(C(=O)OCc2ccccc2)C(c2ccc(-c3ccccc3)cc2)NC(=O)N1CCCCCC(=O)O (centres undefined) | i | i | 100* | x | x | i | x | x | x | i | x
CCOc1ccccc1NC(=O)CSc1nnc(-c2ccccn2)n1Cc1ccco1 | i | i | i | i | i | i | i | i | i | i | -7
CC12CC3CC(C)(C1)CC(C(=O)N1CCN(C(=O)c4ccco4)CC1)(C3)C2 | i | i | i | i | i | i | i | i | i | i | 11
Cc1ccc(NC(=O)c2sc3nc(C)nc(N4CCN(c5ccccn5)CC4)c3c2C)c(C)c1 | i | i | i | i | i | i | i | i | i | i | 29
CC1(c2nnc(-c3ccc(Cl)cc3)o2)CC(c2ccncc2)=NO1 (centres undefined) | i | i | i | i | i | i | i | i | i | i | 1
COC(=O)c1c(C)[nH]c(C(=O)C(C)OC(=O)C2=NNC(=O)CC2)c1C (centres undefined) | i | i | i | i | i | i | i | i | i | i | 3
CCc1nnc(NC(=O)CSc2nnc(-c3ccccc3O)n2-c2ccc(C)cc2C)s1 | i | i | i | i | i | i | i | i | i | i | 33
COc1ccc(CNC(=O)COC(=O)CN2C(=O)COc3ccccc32)cc1 | i | i | i | i | i | i | i | i | i | i | -7

Other compounds:
Structure | MrgX1 ag | MrgX1 antag | TMEM16A inh | TRPC4 block | TRPC6 inh | MrgX1 allo act | TRPC4 act | TRPC4 potent | TRPC6 activator | TMEM16A act | SKKanGAS inh
CC1(C)CC2CC(C)(CN2C(=O)COC(=O)c2cc(Cl)cc(Cl)c2N)C1 (centres undefined) | i | i | i | i | i | i | i | i | i | i | 9
COc1ccc(N2C(=O)C(F)(F)C2c2ccc(C)cc2)cc1OC (centres undefined) | i | i | i | i | i | i | i | i | i | i | 4
C=C1/C(=C\C=C2/CCC[C@]3(C)[C@@H]([C@H](C)/C=C/[C@@H](O)C4CC4)CC[C@@H]23)C[C@@H](O)C[C@@H]1O | i | i | i | i | i | i | i | i | i | x | 9
COc1ccc(NC(=O)C2CCN(C(=O)c3ccc(OC)cc3)CC2)cc1 | i | i | i | i | i | i | i | i | i | i | -3
CCCc1cc(=O)[nH]c(SCC(=O)c2cc(C)n(C(C)COC)c2C)n1 (centres undefined) | i | i | i | i | i | i | i | i | i | i | 1
O=C1CC(=O)C(n2cncn2)C(c2ccc(Cl)cc2Cl)C1 (centres undefined) | i | i | i | i | i | i | i | i | i | i | 9
Cc1ccc(S(=O)(=O)N2CCCN(S(=O)(=O)c3ccc(C)c(C)c3)CC2)cc1C | i | i | i | i | i | i | i | i | i | i | -3
Cc1[nH]n(C2=NCCS2)c(=O)c1N=Nc1ccccc1 | i | i | i | i | i | i | i | i | i | i | -1
Cc1ccc(S(=O)(=O)N2CCC(C(=O)NNC(=O)c3ccccc3O)CC2)cc1C | i | i | i | i | i | i | i | i | i | i | 0
NC(=O)c1c(NC(=O)c2c(F)cccc2F)sc2c1CCN(Cc1ccccc1)C2 | i | i | i | i | i | i | i | i | i | i | 9
COc1cccc(CNC(=O)Cn2ccc3cc(S(=O)(=O)N4CCCC4)ccc32)c1 | i | i | i | i | i | i | i | i | i | i | 2
CCn1c(SCc2nc3ccccc3c(=O)[nH]2)nnc1-c1cccnc1 | i | i | i | i | i | i | i | i | i | i | 1
Oc1cccc(C(=S)N2CCN(Cc3ccccc3)CC2)c1 | i | i | i | i | i | i | i | i | i | i | -10
CNC(=O)CSc1nnc(-c2ccco2)n1-c1ccccc1OC | i | i | i | x | i | i | i | i | i | i | -1
Cc1ccccc1Nc1nc(N)nc(CCl)n1 | i | i | i | i | i | i | i | i | i | i | 7
CCCN1C(=O)/C(=C/c2cc(C)n(C)c2C)SC1=Nc1ccc(OC)cc1 | i | i | i | i | i | i | i | i | i | i | 0

One compound at a time, as listed above. Values in the order: MrgX1 ag, MrgX1 antag, TMEM16A inh, TRPC4 block, TRPC6 inh, MrgX1 allo act, TRPC4 act, TRPC4 potent, TRPC6 activator, TMEM16A act, SKKanGAS inh
Listed for CCc1nnc(NC(=O)CSc2nnc(-c3ccccc3O)n2-c2ccc(C)cc2C)s1 : i, i, i, i, i, i, i, i, i, i, 33
Listed for COC(=O)c1ccc[n+](CC(=O)Nc2ccc(OC(F)F)cc2)c1 : i, i, i, i, i, i, i, i, i, i, 2
